# Screens: PubChem, National Center for Advancing Translational Sciences (NCATS)
# D1 potentiator – human D1 dopamine receptor positive modulation; HEK293 TREx D1 cells, calcium flux, dopamine EC20 potentiation; AID 504651; hit rate 0.036% among 360,000; P21728; potentiation, % at 10 µM; in the data active = potentiation above about 30%; note: 0% is about no effect
# D1 agonist – agonists of human D1 dopamine receptor; P21728; hit rate 1% among 360,000; HEK293 T-REx D1 cells, calcium flux, agonist mode; AID 504660; activation, % at 2 µM; in the data active = activation above about 30%; note: 0% is about no effect
#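 Agonism was scored from calcium flux recorded over 180 s (1 read/s) after pintool compound addition, following a 10-cycle baseline. Cells were inducible force-coupled HEK293 TREx D1, plated overnight at 30 C and loaded with no-wash calcium dye.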
# TRHR PAM – TRH receptor (human) allosteric enhancement. hit rate 0.66% among 360,000. AID 493056. P34981. TRHR cells, fluo-8 calcium fluorescence, EC20 TRH enhancement. enhancement, % at 2 µM; in the data active = enhancement above about 30%; note: 0% is about no effect
# Target sequence (P34981 whole entry, looked up): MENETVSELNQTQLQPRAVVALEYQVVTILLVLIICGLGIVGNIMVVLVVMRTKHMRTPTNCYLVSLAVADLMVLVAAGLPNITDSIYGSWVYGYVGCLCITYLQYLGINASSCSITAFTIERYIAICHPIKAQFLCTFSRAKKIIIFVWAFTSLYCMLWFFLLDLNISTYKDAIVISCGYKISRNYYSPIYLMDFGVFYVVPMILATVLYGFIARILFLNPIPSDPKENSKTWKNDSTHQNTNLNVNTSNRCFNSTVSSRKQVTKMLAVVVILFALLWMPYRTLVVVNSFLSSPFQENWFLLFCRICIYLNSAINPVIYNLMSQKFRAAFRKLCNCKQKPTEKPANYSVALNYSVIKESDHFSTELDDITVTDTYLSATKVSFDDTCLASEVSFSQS
#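 Enhancer read-out: after compound pinning and an initial kinetic agonist-mode read, an EC20 of TRH (10 nM final) was injected and fluo-8 calcium signal (Ex 480/Em 530) followed at 1 s/cycle for 100 cycles in TRHR-expressing cells.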
# D1 antagonist – antagonists of human D1 dopamine receptor; P21728; activity change, negative = inhibition, % at 10 µM; HEK293 TREx D1 cells, calcium flux, dopamine EC80; active compounds read low; hit rate 3.2% among 360,000; in the data active = activity change below about -30%; note: % is set by controls: 0 for no effect and ±100 for the full control effect
#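 Cells carrying a force-coupled, tetracycline-inducible human D1 receptor report calcium flux. Each well gets a 10 s baseline, compound with 180 s monitoring, then an EC80 dopamine stimulus with a second 180 s kinetic read.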
# RXFP1 agonist – RXFP1 (human) receptor agonism; Q9HBX9; HEK293T-RXFP1 cAMP TR-FRET, 30 min; response scale: percent of porcine relaxin response, buffer zero; Potency, µM (series often up to 57.5 µM), without a hit: top-dose activation, usual class: activators; hit rate 0.3% among 370,000; AID 2676; active = well fitted activation curve with a large enough effect; inconclusive = small, poorly fitted or top-dose-only effect; note: potency is the fitted concentration of half-maximal effect; % is set by controls: 0 for no effect and ±100 for the full control effect; nearly all actives have a fitted effect of over 60% in size; many of its hits are not listed in these tables
#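 Agonist response is measured as cAMP accumulation in an RXFP1-transfected HEK293T line under PDE4 inhibition. Values are scaled between buffer-only and 29 nM porcine relaxin, and EC50s come from standard Hill equation fits.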
# D2 ag – activates the human D2 dopamine receptor; AID 485358; hit rate 0.53% among 340,000; HEK293 T-REx D2 cells, calcium flux agonist mode; P14416; activation, % at 2 µM;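 active = activation over 3 SD above normal in the single-dose calcium agonist read, cut at about 30% in these data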; note: 0% is about no effect
# Target sequence (P14416 whole entry, looked up): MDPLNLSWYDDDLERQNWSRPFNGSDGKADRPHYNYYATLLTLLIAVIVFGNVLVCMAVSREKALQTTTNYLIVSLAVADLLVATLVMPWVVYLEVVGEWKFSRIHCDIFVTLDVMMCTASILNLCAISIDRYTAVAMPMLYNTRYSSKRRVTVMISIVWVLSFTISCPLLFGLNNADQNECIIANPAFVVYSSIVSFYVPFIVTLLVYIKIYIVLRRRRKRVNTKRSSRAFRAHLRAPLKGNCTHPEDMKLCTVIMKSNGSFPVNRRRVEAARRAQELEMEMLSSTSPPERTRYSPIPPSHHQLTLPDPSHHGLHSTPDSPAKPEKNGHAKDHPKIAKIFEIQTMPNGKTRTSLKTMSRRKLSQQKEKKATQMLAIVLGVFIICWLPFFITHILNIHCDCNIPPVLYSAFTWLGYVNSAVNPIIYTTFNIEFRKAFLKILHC
#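 Calcium-flux readout, 1 cycle/sec over 180 s following compound pin transfer, in inducible HEK293 Trex D2 cells (force-coupled); dopamine controls included. Positive calcium responses during this window marked compounds as potential agonists.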
# RXFP1 antag – blocks the human relaxin receptor RXFP1 | Q9HBX9 | HEK293-RXFP1, relaxin-stimulated cAMP HTRF, 30 min; active compounds read low | activity change, negative = inhibition, % at 57.5 µM | hit rate 0.59% among 350,000 | AID 1259400;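 active = activity change of -60% or lower, but not beyond a set lower limit; inconclusive = change between -60% and -40%, or beyond the set limit; inactive = change above -40%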; note: % is set by controls: 0 for no effect and ±100 for the full control effect
# D2 potentiator – D2 dopamine receptor (human) potentiation. P14416. potentiation, % at 10 µM. hit rate 0.34% among 340,000. HEK293 T-REx D2, calcium flux, EC20 dopamine potentiation;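 active = potentiation over 3 SD above the plate norm, cut at about 30% in these data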; note: 0% is about no effect
#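 Using a no-wash calcium dye in inducible, force-coupled HEK293 Trex cells expressing D2, we tracked fluorescence each second for 180 s after compound, then for 180 s after EC20 dopamine to detect augmented signalling.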
# D2 antag – antagonizes the human D2 dopamine receptor; P14416; HEK293 TREx D2 cells, calcium flux, dopamine EC80; inhibition, % at 10 µM; hit rate 2% among 340,000; AID 485344; in the data active = inhibition above about 30%; note: 0% is about no effect
#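 Tetracycline-induced HEK293 T-REx cells expressing D2 force-coupled to calcium signalling were dye-loaded, exposed to compound for 180 s, then challenged with an EC80 of dopamine; calcium flux was followed kinetically for a further 180 s.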
# Active calls of the source: *; ? = inconclusive; nt = no result given. A portion of the library; the hit share may differ from the screen's.
SMILES,D1 potentiator,D1 agonist,TRHR PAM,D1 antagonist,RXFP1 agonist,D2 ag,RXFP1 antag,D2 potentiator,D2 antag
Cc1cc(C)n(-c2ccc(C(=O)OCC(=O)N(CC(C)C)C3CCS(=O)(=O)C3)cc2)n1 (stereo not given),-4,2,7,-13,2.1%,-1.2,-5,-2,51*
COc1ccc(Cn2ccc3nc(C)c(C(=O)N4CCN(c5ccccc5OC)CC4)cc3c2=O)cc1,-1,-1,-2,-33*,-0.2%,nt,-15,-8,nt
COc1ccc(Nc2cc(C(=O)NCCc3ccccc3)c3ccccc3n2)cc1OC,0,0,2,-9,17%,-0.3,-5,13,nt
CSCC[C@H](NC(=O)Nc1ccccc1C)C(=O)O,-2,2,3,-3,0.9%,0.5,-3,-10,-14
NNC(=O)c1cc2c(ccc3ccccc32)o1,0,1,-3,-8,-2.4%,nt,-5,-7,nt
Cc1ccc(S(=O)(=O)Nc2ccc(-c3ccc(N4CCCCCC4)nn3)cc2)c(C)c1,0,0,14,-3,-0.3%,0.0,-4,-2,nt
Cn1c(CNC(=O)c2ccccc2F)nnc1SCC(=O)N1CCN(c2ccccc2)CC1,-3,0,-1,-6,0.1%,-0.5,18,13,-32
Cc1nn(Cc2ccccc2)c(N)c1-c1ccccc1,4,0,0,25,4.3%,0.5,-7,0,9
CCn1c(=O)c2cc(C(=O)NCCCN3CCC(C)CC3)sc2c2ccccc21,-4,1,-7,-3,-2.7%,0.5,nt,-22,nt
Cc1cc(C)c(C)c(S(=O)(=O)N2CCC(C(=O)NCc3ccco3)CC2)c1C,0,1,0,-1,-0.4%,0.3,-2,9,-21
COc1ccc(CNC(=O)N2CCN(c3ccccc3)CC2)cc1,9,2,-3,-11,1.5%,1.6,12,11,-6
CCOC(=O)c1ccc(NC(=O)C2CCN(C(=O)N3CC(C)Oc4ccc(C)cc43)CC2)cc1 (stereo not given),-1,1,10,-12,0.2%,-0.8,-27,6,nt
O=C(Nc1ccc(-c2csnn2)cc1)C1CC1,14,1,-2,0,-0.3%,-0.2,-13,7,0
CC1(C)CCc2c([nH]c3ccccc3c2=O)O1,-6,-1,-6,3,1.0%,-2.2,nt,-5,-45
CC1C(=O)CC(c2ccco2)NC1c1ccco1 (stereo not given),0,7,4,2,-0.3%,0.9,nt,6,-9
COc1cccc(N2C(C(C)=O)=NN(c3ccccc3)C2c2ccc(N3CCOCC3)cc2)c1 (stereo not given),0,7,3,0,-3.9%,0.3,-7,1,11
CCN(CC)CCCNC(=O)C1CCN(c2ncnc3c2sc2cccc(F)c23)CC1,-2,4,-3,5,23%,-0.3,13,1,1
CCOC(=O)N1CCN(C(=S)NC(=O)c2ccc(F)c(F)c2)CC1,-4,1,2,8,-1.1%,0.6,1,6,-11
O=C(CNC(=O)c1ccc(Br)cc1)NCCc1nc2ccccc2[nH]1,-1,2,0,3,2.7%,0.0,5,8,1
COc1ccc(Cl)cc1NC(=O)CN1CCC(n2nnc3cc(F)ccc32)CC1,-7,0,0,-21,7.6%,-1.4,-12,-6,11
C=CCn1c(N2CCCC2)nc2c1c(=O)[nH]c(=O)n2C,1,1,4,26,-0.7%,2.1,-6,1,9
CC1CCCC(NC(=O)c2cccs2)C1C (stereo not given),-5,0,10,7,-0.5%,0.4,8,2,9
COc1cc(CNCc2cccs2)ccc1OCC(=O)NC(C)(C)C,-8,11,-4,-13,1.8%,-0.6,-7,-6,-9
Cc1cccc(OC(=O)c2cncc(Br)c2)c1,3,0,-1,-2,-0.3%,-0.1,-4,7,0
Cn1c(C(=O)OC(C(=O)NC2CCCC2)c2ccncc2)cc2sccc21 (stereo not given),-2,2,3,16,1.9%,0.2,11,-6,-11
Cc1ccc(C)c(N(CC(=O)NC2CCCC2)C(=O)c2cc3cc4cc(C)ccc4nc3s2)c1,-6,5,9,-4,0.8%,1.0,-1,11,0
Cc1oc(-c2ccccc2)nc1Cn1c(SCc2cccc(C(F)(F)F)c2)nc2cccnc21,3,4,13,4,7.9%,1.0,5,3,nt
C/C(=N/NC(=O)c1cccs1)c1c(C)[nH]n(-c2nc3ccccc3s2)c1=O,-7,3,-5,4,0.3%,-1.3,-7,-8,-3
COc1ccccc1NC(=O)CN1C(=O)C(c2ccc(F)cc2)=NC1(C)C,-4,0,7,-14,0.8%,nt,-3,nt,nt
CCOC(=O)c1ccc(NC(=O)c2c(NCc3cc(OC)ccc3OC)sc3c2CCC3)cc1,6,1,-3,6,3.4%,0.1,?,-6,nt

# Single values from above.
# Cc1ccc(C)c(N(CC(=O)NC2CCCC2)C(=O)c2cc3cc4cc(C)ccc4nc3s2)c1 – RXFP1 antag: -1
# C/C(=N/NC(=O)c1cccs1)c1c(C)[nH]n(-c2nc3ccccc3s2)c1=O – D2 antag: -3
# COc1cc(CNCc2cccs2)ccc1OCC(=O)NC(C)(C)C – RXFP1 agonist: 1.8%
# Cn1c(C(=O)OC(C(=O)NC2CCCC2)c2ccncc2)cc2sccc21 (stereo not given) – TRHR PAM: 3
# COc1ccccc1NC(=O)CN1C(=O)C(c2ccc(F)cc2)=NC1(C)C – RXFP1 agonist: 0.8%
# CCOC(=O)c1ccc(NC(=O)c2c(NCc3cc(OC)ccc3OC)sc3c2CCC3)cc1 – D1 potentiator: 6
# C=CCn1c(N2CCCC2)nc2c1c(=O)[nH]c(=O)n2C – RXFP1 agonist: -0.7%

# Following part
SMILES,D1 potentiator,D1 agonist,TRHR PAM,D1 antagonist,RXFP1 agonist,D2 ag,RXFP1 antag,D2 potentiator,D2 antag
CCN(CC(=O)Nc1ccc(C(=O)OC)cc1)Cc1ccccc1,4,1,3,-11,-0.2%,0.1,10,-36,-9
COc1ccccc1-c1noc(-c2ccc(NCc3ccco3)c([N+](=O)[O-])c2)n1,1,5,1,-12,2.1%,-0.4,nt,-8,nt
CCOc1ccc(-c2nc(CNC(=O)NC3CCCCC3)c(C)o2)cc1,0,0,3,-5,-3.0%,0.9,2,11,nt
COc1ccc(Cl)cc1N(C)C(=O)c1cc2c(=O)oc3ccc(C)cc3c2s1,7,2,-1,-12,0.5%,0.1,nt,14,nt
CC(=O)Nc1cc(-c2nn(C)c(=O)c3ccccc23)ccc1N1CCOCC1,0,0,-11,-23,5.4%,0.5,-9,8,-1
C/C(=N\NC(=O)c1ccccc1C)c1cccnc1,0,1,1,-13,-1.1%,-1.7,4,3,-9
COCCN1CCn2c(nc3cc(NC(C)=O)ccc32)C1,-4,1,5,-1,-1.0%,0.5,9,-2,-3
Cc1ccccc1NC(=O)C1CCCN(S(=O)(=O)c2c(C)noc2C)C1 (stereo not given),-4,4,-1,-4,1.0%,-0.3,1,5,-10
CCN1CCN(c2nc3c(c(=O)[nH]c(=O)n3C)n2Cc2ccccc2F)CC1,1,1,0,-12,0.9%,0.7,1,-10,12
CCc1nnc(NC(=O)CSCc2cc(=O)n3nc(C(C)C)sc3n2)s1,0,1,-6,-4,5.8%,nt,11,nt,nt
Cc1cccc2c1c(N=NC(N)=S)c(O)n2C1OC(CO)C(O)C(O)C1O (stereo not given),-2,5,12,6,-0.1%,-0.5,-2,6,-2
CCN(c1ccccc1)S(=O)(=O)c1cccc(C(=O)NCC(c2cccs2)N(C)C)c1 (stereo not given),1,4,3,5,2.0%,0.1,-27,-15,27
CCOC(=O)C1C(=O)NC(N2CCCCC2)=NC1c1ccccc1 (stereo not given),-5,2,10,4,0.1%,0.7,-8,-8,-10
Cc1ccc(C)c(CN2C(=O)c3ccccc3S(=O)c3ccc(C(=O)N(C)Cc4ccccc4)cc32)c1 (stereo not given),1,2,2,-1,-0.7%,0.7,nt,2,nt
CSc1ncccc1C(=O)OCC(=O)N1CCOCC1,-5,1,5,-14,0.4%,1.0,-1,3,-7
COc1ccc(OCC(O)CNC(=O)Nc2cccc3ccccc23)cc1 (stereo not given),2,0,1,-7,0.7%,nt,-9,nt,nt
Cc1cc(C(c2nnnn2Cc2ccccc2)N2CCOCC2)c(C)n1-c1ccc2c(c1)OCO2 (stereo not given),2,-1,-10,-6,1.5%,-0.7,9,-8,6
CCCCCCc1cc2cc(C(=O)OCC)c(=O)oc2cc1O,3,16,3,-1,2.2%,5.0,5,3,-2
COc1ccc(C(=O)Cc2cc(OC)c(OC)cc2C(=O)c2ccccc2F)cc1OC,-1,4,3,-4,2.4%,nt,5,-2,17
COCCNCc1ccc(C(C)C)cc1,6,7,2,-1,2.0%,-0.7,5,-3,-17
Cc1ccc(S(=O)(=O)N(CC(=O)N2CCN(c3ccccc3F)CC2)C2CCCCC2)cc1,1,1,6,0,-0.2%,nt,-9,0,nt
Cc1ccc(C(=O)CCS(=O)(=O)c2ccc(F)cc2)cc1,-7,9,6,-3,2.1%,0.5,-9,13,-11

# Some of the entries above in a different format.
SMILES	D1 potentiator	D1 agonist	TRHR PAM	D1 antagonist	RXFP1 agonist	D2 ag	RXFP1 antag	D2 potentiator	D2 antag
Cc1cccc(OC(=O)c2cncc(Br)c2)c1	3	0	-1	-2	-0.3%	-0.1	-4	7	0
Cn1c(C(=O)OC(C(=O)NC2CCCC2)c2ccncc2)cc2sccc21 (stereo not given)	-2	2	3	16	1.9%	0.2	11	-6	-11
Cc1ccc(C)c(N(CC(=O)NC2CCCC2)C(=O)c2cc3cc4cc(C)ccc4nc3s2)c1	-6	5	9	-4	0.8%	1.0	-1	11	0
Cc1oc(-c2ccccc2)nc1Cn1c(SCc2cccc(C(F)(F)F)c2)nc2cccnc21	3	4	13	4	7.9%	1.0	5	3	nt
C/C(=N/NC(=O)c1cccs1)c1c(C)[nH]n(-c2nc3ccccc3s2)c1=O	-7	3	-5	4	0.3%	-1.3	-7	-8	-3
COc1ccccc1NC(=O)CN1C(=O)C(c2ccc(F)cc2)=NC1(C)C	-4	0	7	-14	0.8%	nt	-3	nt	nt
